D3 antag: qHTS of D3 Dopamine Receptor Antagonist: qHTS; max response, negative = inhibition, %; AID 652054, 2013; D3R cells, DiscoveRx beta-arrestin luminescence, antagonist mode; active compounds read low; 2.5% of 360,000 active; D(3) dopamine receptor (Homo sapiens), P35462; in the data active means max response below about -50%; inconclusive means no clear call, values can overlap the other calls; further: on the % scale 0 is the no-effect control and ±100 the full control effect; mostly tested at two doses, the higher about 12 µM
Target sequence (P35462 whole entry, looked up): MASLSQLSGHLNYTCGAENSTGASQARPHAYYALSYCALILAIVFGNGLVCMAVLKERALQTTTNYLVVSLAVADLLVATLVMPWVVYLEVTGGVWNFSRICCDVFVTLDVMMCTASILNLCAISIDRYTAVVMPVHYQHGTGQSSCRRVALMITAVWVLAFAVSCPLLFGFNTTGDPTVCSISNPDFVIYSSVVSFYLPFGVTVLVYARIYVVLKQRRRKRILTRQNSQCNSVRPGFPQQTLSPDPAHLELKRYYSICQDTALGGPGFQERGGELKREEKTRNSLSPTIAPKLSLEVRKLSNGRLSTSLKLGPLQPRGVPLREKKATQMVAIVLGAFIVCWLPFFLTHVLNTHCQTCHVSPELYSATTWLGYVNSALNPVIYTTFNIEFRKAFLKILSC
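Cells plated overnight at 1500 cells/well, then exposed to library compounds with dopamine controls for 90 minutes at 37 degrees C. DiscoveRx reagent added for 30–60 minutes at room temperature; luminescence read, quantitative HTS format.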
D3 ag: qHTS of D3 Dopamine Receptor Agonist: qHTS. D(3) dopamine receptor (Homo sapiens), P35462. D3R DiscoveRx beta-arrestin cells, luminescence, 90 min. max activation, %. 0.58% of 410,000 active. AID 652048, 2013; in the data active means max activation above about 30%; further: 0% is about no effect; mostly tested at two doses, the higher about 12 µM
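Agonist mode: compounds and dopamine controls were applied to plated cells for 90 min at 37 degrees C after an overnight attachment at 1500 cells/well. Luminescent read-out followed 30 - 60 minutes at room temperature with DiscoveRx detection reagent.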
HT1080NT lethal: qHTS for induction of synthetic lethality in tumor cells producing 2HG: qHTS for the HT-1080-NT fibrosarcoma cell line. HT-1080-NT fibrosarcoma viability, CellTiter-Glo ATP luminescence, 48 h. Potency, µM (series often up to 46.1 µM), for inactives: at the top dose activity, negative = less viability, usual class: cytotoxic. 1.6% of 360,000 active. AID 686970, 2013;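 further: NT is the 2HG producing partner of a matched IDH1 knockdown line; potency means the concentration at half of the fitted maximal effect; 0% = DMSO-treated cells and -100% = media-only wells without cells; nearly all actives have a fitted effect of over 55% in size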
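Fibrosarcoma NT cells, 750 per well in 5% FBS RPMI, were exposed to compound for 48 hours. Viability: CellTiter-Glo luminescence.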
GLP-1R agonist: qHTS of GLP-1 Receptor Agonists; HEK293 GLP-1R CRE-luciferase, luminescence, 4-6 h; cells express a hypersensitive GLP-1R form; Potency, µM (series often up to 45.6 µM), inactives show top-dose activation, usual class: activators; 0.007% of 380,000 active; further: potency means the concentration at half of the fitted maximal effect; % of control where 0% means no effect
Target sequence (P43220 whole entry, looked up): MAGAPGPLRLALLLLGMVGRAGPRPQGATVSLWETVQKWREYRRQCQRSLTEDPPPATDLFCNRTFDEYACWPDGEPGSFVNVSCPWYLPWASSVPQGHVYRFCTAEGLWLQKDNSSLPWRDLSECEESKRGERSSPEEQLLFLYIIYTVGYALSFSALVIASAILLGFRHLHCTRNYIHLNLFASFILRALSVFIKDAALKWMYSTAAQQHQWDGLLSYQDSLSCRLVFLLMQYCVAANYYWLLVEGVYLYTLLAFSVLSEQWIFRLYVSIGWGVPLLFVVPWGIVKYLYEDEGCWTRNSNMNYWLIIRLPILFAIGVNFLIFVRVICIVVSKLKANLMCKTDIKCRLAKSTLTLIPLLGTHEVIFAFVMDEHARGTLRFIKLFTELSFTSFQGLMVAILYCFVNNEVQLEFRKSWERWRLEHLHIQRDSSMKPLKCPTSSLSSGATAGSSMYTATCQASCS
KB-3-1 tox: qHTS assay for MDR1-selective chemotherapeutics: Primary screen using the parental adenocarcinoma cell KB-3-1 | KB-3-1 viability, CellTiter-Glo ATP luminescence, 72 h | Potency, µM (titrated, usually from 46.1 µM), inactives show top-dose activity change, negative = cytotoxic, usual class: cytotoxic | 1.4% of 400,000 active; further: potency means the concentration at half of the fitted maximal effect; on the % scale 0 is the no-effect control and ±100 the full control effect; nearly all actives have a fitted effect of over 60% in size
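Parental KB-3-1 adenocarcinoma cells in phenol-red-free DMEM with 10% FBS were pin-treated with compounds at several concentrations, incubated 72 h at 37 °C, and viability read by CellTiter-Glo luminescence; concentration-effect curves were fitted after normalization.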
SW480 rerep: A quantitative high throughput screen for small molecules that induce DNA re-replication in SW480 colon adenocarcinoma cells. SW480 DNA re-replication, Hoechst DNA content imaging, 48 h. Potency, µM (titrated, usually from 46.1 µM), for inactives: at the highest dose re-replication activation, hits mostly activators. 1.8% of 340,000 active. AID 624297, 2012; further: potency means the concentration at half of the fitted maximal effect; % of control where 0% means no effect; nearly all actives have a fitted effect of over 55% in size
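Readout is total intensity of Hoechst-stained nuclei, excited at 405 nm and collected at 500-530 nm. Compound treatment lasted 48 hr at 37 C in 5% CO2 before staining.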
IL-1B inflam inh: qHTS for Inhibitors of Inflammasome Signaling: IL-1-beta AlphaLISA Primary Screen; AID 743279, 2014; 4.7% of 360,000 active; THP-1 LPS/ATP IL-1B secretion, AlphaLISA, 16 h; active compounds read low; activity change, % at 57.5 µM; in the data active means activity change below about -50%; inconclusive means mostly about -30% to -49%; further: on the % scale 0 is the no-effect control and ±100 the full control effect
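Secreted IL-1B measured by AlphaLISA bead assay after 16 h compound exposure of THP-1 cells; compounds (final up to 57.5 uM) added 1 h before LPS (250 ng/mL) and ATP (1.25 mM) stimulation; lower signal means less secretion.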
KB-V1 cytotox: qHTS assay for MDR1-selective chemotherapeutics: Primary screen using the drug-selected MDR subline cells KB-V1. KB-V1 MDR cells viability, CellTiter-Glo, 72 h. Potency, µM (titrated, usually from 46.1 µM), inactives show at the top dose activity change, negative = cytotoxicity, actives largely listed as cytotoxic. 3.4% of 400,000 active. AID 1347076, 2019; further: potency means the concentration at half of the fitted maximal effect; on the % scale 0 is the no-effect control and ±100 the full control effect; nearly all actives have a fitted effect of over 60% in size
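Compound-treated KB-V1 multidrug-resistant cells, 72 h, 37 degrees C; viability by CellTiter-Glo. Fitted qHTS curves give the values.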
HT1080 IDH1KD tx: qHTS for induction of synthetic lethality in tumor cells producing 2HG: qHTS for the HT-1080-IDH1KD cell line; AID 686971, 2013; Potency, µM (highest dose often 46.1 µM), inactives show top-dose activity, negative = toxicity, actives largely listed as cytotoxic; 2% of 360,000 active; HT-1080 IDH1 knockdown viability, ATP luminescence, 48 h;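 further: potency means the concentration at half of the fitted maximal effect; 0% = DMSO wells and -100% = cell-free medium wells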
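Using the IDH1-knockdown HT-1080 line run in the same batch and compound series as the NT line, viability after 48 h at 37 °C was determined by CellTiter-Glo luminescence and expressed as % activity.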
Numbers without * were called inactive; [ ] = dose if it differs, or a comment. Unless noted, the call rests on the fitted dose curve; in most records, active means well fitted curve in the direction sought with a large enough effect; inconclusive means small, poorly fitted or top-dose-only effect, or another doubt; inactive means no such curve, though single readings can be large; an effect the other way counts as inactive or inconclusive.

Results for COc1cccc2c(=O)cc(C)n(CC(=O)Nc3ccc(C)c(C)c3)c12 ?
D3 antag: 25; D3 ag: 1; HT1080NT lethal: inconclusive; GLP-1R agonist: 10%; KB-3-1 tox: -7%; SW480 rerep: 3%; IL-1B inflam inh: -8; KB-V1 cytotox: inconclusive; HT1080 IDH1KD tx: -28%

How did COc1ccc2[nH]cc(CCNC(=O)C3CCCO3)c2c1 (configuration not stated) do in these assays?
D3 antag: inconclusive; D3 ag: -9; HT1080NT lethal: 1%; GLP-1R agonist: 4%; KB-3-1 tox: -7%; SW480 rerep: -5%; IL-1B inflam inh: -12; KB-V1 cytotox: -16%; HT1080 IDH1KD tx: 2%

What do the screens show for `O=C(Nc1ccccc1Cl)c1cc[n+](Cc2ccc([N+](=O)[O-])cc2)cc1`?
D3 antag: -18; D3 ag: -4; HT1080NT lethal: -1%; GLP-1R agonist: -3%; KB-3-1 tox: -4%; SW480 rerep: -33%[inhibitor]; IL-1B inflam inh: -14; KB-V1 cytotox: 12%; HT1080 IDH1KD tx: -2%

How did CCc1noc(C)c1C(=O)N1CCCC(N2CCN(c3cccc(Cl)c3)CC2)C1 (configuration not stated) do in these assays?
D3 antag: 14; D3 ag: 4; HT1080NT lethal: -11%; GLP-1R agonist: 8%; KB-3-1 tox: 1%; SW480 rerep: 4%; IL-1B inflam inh: 18; KB-V1 cytotox: -9%; HT1080 IDH1KD tx: -12%

What do the screens show for `O=C(COc1ccc(S(=O)(=O)N2CCOCC2)cc1)Nc1ccccc1F`?
D3 antag: 1; D3 ag: 1; HT1080NT lethal: 3%; GLP-1R agonist: 0%; KB-3-1 tox: 15%; SW480 rerep: inconclusive; IL-1B inflam inh: -2; KB-V1 cytotox: 7%; HT1080 IDH1KD tx: -25%

What do the screens show for `OCC1(CCOc2ccccc2)CCN(C2Cc3ccccc3C2)CC1`?
D3 antag: -20; D3 ag: -16; HT1080NT lethal: -7%; GLP-1R agonist: 6%; KB-3-1 tox: 0%; SW480 rerep: 0%; IL-1B inflam inh: inconclusive; KB-V1 cytotox: -9%; HT1080 IDH1KD tx: -8%

What do the screens show for `O=C1CCCCC1CCc1ccncc1` (configuration not stated)?
D3 antag: 22; D3 ag: 5; HT1080NT lethal: 3%; GLP-1R agonist: -2%; KB-3-1 tox: inconclusive; SW480 rerep: -1%; IL-1B inflam inh: 2; KB-V1 cytotox: 26%; HT1080 IDH1KD tx: 7%

Results for CC(NC(=O)C1CCCC1)c1ccc2c(c1)OCCO2 (configuration not stated) ?
D3 antag: inconclusive; D3 ag: 4; HT1080NT lethal: 1%; GLP-1R agonist: 1%; KB-3-1 tox: 7%; SW480 rerep: -1%; IL-1B inflam inh: 10; KB-V1 cytotox: 12%; HT1080 IDH1KD tx: 0%

Results for COc1ccccc1NC(=O)CSc1nc(C)c2c(c1C#N)CCCC2 ?
D3 antag: 29; D3 ag: -4; HT1080NT lethal: 2%; GLP-1R agonist: -6%; KB-3-1 tox: -3%; SW480 rerep: 6%; IL-1B inflam inh: -11; KB-V1 cytotox: 7.3µM*; HT1080 IDH1KD tx: 2%

What do the screens show for `Cn1ccc(C(=O)OCC(=O)c2ccccc2)n1`?
D3 antag: 6; D3 ag: -4; HT1080NT lethal: 15%; GLP-1R agonist: 3%; KB-3-1 tox: -5%; SW480 rerep: 0%; IL-1B inflam inh: 0; KB-V1 cytotox: -4%; HT1080 IDH1KD tx: 16%

Results for COc1ccc(Cc2nnc(SCC(=O)Nc3nc(C)cs3)o2)cc1 ?
D3 antag: 30; D3 ag: 0; HT1080NT lethal: inconclusive; GLP-1R agonist: 10%; KB-3-1 tox: 0%; SW480 rerep: -3%; IL-1B inflam inh: -7; KB-V1 cytotox: -1%; HT1080 IDH1KD tx: inconclusive

How did Cc1ccc(-c2nc3ccc(C)cn3c2Cc2cccc(Cl)c2)cc1 do in these assays?
D3 antag: 41; D3 ag: 1; HT1080NT lethal: inconclusive; GLP-1R agonist: 15%; KB-3-1 tox: -19%; IL-1B inflam inh: -1; KB-V1 cytotox: inconclusive; HT1080 IDH1KD tx: inconclusive

What do the screens show for `COc1cccc(CNCc2ccc(C(=O)O)cc2)c1OC`?
D3 antag: 4; D3 ag: -3; HT1080NT lethal: -3%; GLP-1R agonist: 1%; KB-3-1 tox: 23%; SW480 rerep: -16%; IL-1B inflam inh: 19; KB-V1 cytotox: 27%; HT1080 IDH1KD tx: 12%

What do the screens show for `CCN(c1cccc(C)c1)S(=O)(=O)c1cc(Br)cc2c1N(C(C)=O)C(C)C2` (configuration not stated)?
D3 ag: -17; GLP-1R agonist: -1%; KB-3-1 tox: -26%; KB-V1 cytotox: 9%

Results for S=c1nc(-c2ccccc2Cl)[nH][nH]1 ?
D3 antag: inconclusive; D3 ag: -14; HT1080NT lethal: 13%; GLP-1R agonist: 7%; KB-3-1 tox: -4%; SW480 rerep: 0%; IL-1B inflam inh: 2; KB-V1 cytotox: 8%; HT1080 IDH1KD tx: 10%

How did Cc1nn(-c2ccccc2)nc1CNC(=O)CC(C)(C)C do in these assays?
D3 antag: -5; D3 ag: -5; HT1080NT lethal: -10%; GLP-1R agonist: 5%; KB-3-1 tox: 1%; SW480 rerep: -9%; IL-1B inflam inh: 30; KB-V1 cytotox: -22%; HT1080 IDH1KD tx: 1%

Results for O=C(Nc1ccc(F)c(Cl)c1)c1csc(COCCO)n1 ?
D3 antag: 0; D3 ag: -4; HT1080NT lethal: -6%; GLP-1R agonist: 11%; KB-3-1 tox: 0%; IL-1B inflam inh: 27; KB-V1 cytotox: 4%; HT1080 IDH1KD tx: -12%

How did COc1ccccc1CNS(=O)(=O)c1ccc2[nH]cc(C(=O)O)c(=O)c2c1 do in these assays?
D3 antag: 18; D3 ag: -3; HT1080NT lethal: 14%; GLP-1R agonist: -14%; KB-3-1 tox: 9%; SW480 rerep: -5%; IL-1B inflam inh: 24; KB-V1 cytotox: 10%; HT1080 IDH1KD tx: 18%

What do the screens show for `N#C/C(=C\c1cc(Cl)cc(Cl)c1O)C(=O)NC1CCCCC1`?
D3 antag: -9; D3 ag: 5; HT1080NT lethal: -3%; GLP-1R agonist: 6%; KB-3-1 tox: 2%; SW480 rerep: 19%; IL-1B inflam inh: -2; KB-V1 cytotox: 1%; HT1080 IDH1KD tx: -8%

Results for COc1ccc(S(=O)(=O)c2cnc3ccc(OC)cc3c2N2CCC3(CC2)OCCO3)cc1 ?
D3 antag: 27; D3 ag: 4; HT1080NT lethal: -23%; GLP-1R agonist: inconclusive; KB-3-1 tox: -7%; SW480 rerep: 18%; IL-1B inflam inh: inconclusive; KB-V1 cytotox: inconclusive; HT1080 IDH1KD tx: -28%

Retrieved by structure from the entries so far (3):
How did CCc1noc(C)c1C(=O)N1CCCC(N2CCN(c3cccc(Cl)c3)CC2)C1 (configuration not stated) do in these assays?
D3 antag: 14; D3 ag: 4; HT1080NT lethal: -11%; GLP-1R agonist: 8%; KB-3-1 tox: 1%; SW480 rerep: 4%; IL-1B inflam inh: 18; KB-V1 cytotox: -9%; HT1080 IDH1KD tx: -12%

Results for S=c1nc(-c2ccccc2Cl)[nH][nH]1 ?
D3 antag: inconclusive; D3 ag: -14; HT1080NT lethal: 13%; GLP-1R agonist: 7%; KB-3-1 tox: -4%; SW480 rerep: 0%; IL-1B inflam inh: 2; KB-V1 cytotox: 8%; HT1080 IDH1KD tx: 10%

What do the screens show for `N#C/C(=C\c1cc(Cl)cc(Cl)c1O)C(=O)NC1CCCCC1`?
D3 antag: -9; D3 ag: 5; HT1080NT lethal: -3%; GLP-1R agonist: 6%; KB-3-1 tox: 2%; SW480 rerep: 19%; IL-1B inflam inh: -2; KB-V1 cytotox: 1%; HT1080 IDH1KD tx: -8%

(listing goes on)
How did Cc1ccc(OCc2nc3ccccc3n2C(C(=O)Nc2c(C)cccc2C)C2CC2)cc1 (configuration not stated) do in these assays?
D3 antag: inconclusive; D3 ag: -8; HT1080NT lethal: inconclusive; KB-3-1 tox: -10%; IL-1B inflam inh: -18; KB-V1 cytotox: inconclusive; HT1080 IDH1KD tx: inconclusive

How did CC(=O)C1=NOC2C(=O)N(c3ccc(Cl)cc3)C(=O)C12 (configuration not stated) do in these assays?
D3 antag: 2; D3 ag: 3; HT1080NT lethal: 0%; GLP-1R agonist: -4%; KB-3-1 tox: 9%; SW480 rerep: -16%; IL-1B inflam inh: -1; KB-V1 cytotox: 1%; HT1080 IDH1KD tx: -3%

What do the screens show for `CC1CC2C3CCC4=CC(=O)C=CC4(C)[C@@]3(Cl)C(O)CC2(C)C1(O)C(=O)CO` (some centres not stated)?
D3 antag: 3; D3 ag: 20; HT1080NT lethal: inconclusive; GLP-1R agonist: -4%; KB-3-1 tox: 0%; SW480 rerep: inconclusive; IL-1B inflam inh: -25; KB-V1 cytotox: -19%; HT1080 IDH1KD tx: 17%

What do the screens show for `O=C(/C=C/c1cccc([N+](=O)[O-])c1)OCC(=O)c1ccccc1`?
D3 antag: 20; D3 ag: 2; HT1080NT lethal: 6%; GLP-1R agonist: 2%; KB-3-1 tox: 2%; SW480 rerep: -3%; IL-1B inflam inh: 4; KB-V1 cytotox: inconclusive; HT1080 IDH1KD tx: 11%

Screens (PubChem)
